CRFBP-R2 block: CRF-BP/CRF-R2 complex antagonism; HEK293 CRF-R2/CRF-BP, CRF-induced calcium fluorescence; inhibition, % at 11.8 µM; actives 0.59% (n = 350,000);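 active = inhibition of the ligand-induced calcium signal above about 50% at the single tested concentration, limit read from the data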
GalR3 antagonist: human GalR3 antagonism | actives 0.44% (n = 360,000) | inhibition, % at 3 µM | HEK293 GalR3-CNG cAMP membrane potential fluorescence; galR3 body fused to GalR1 C-terminus;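 active = inhibition above the screen-wide average plus 3 SD, cut at about 13% in these data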;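 also: forskolin and galanin both at EC90 stimulate the cells; cAMP rise reported by CNG channel membrane potential dye signal; 0% = forskolin plus galanin with DMSO and 100% = forskolin alone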
HCV NS3 hel inh: HCV NS3 helicase inhibition; NS3 helicase DNA unwinding, Cy5 molecular beacon fluorescence; AID 1800; actives 0.56% (n = 290,000); inhibition, % at 10.9 µM;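 active = inhibition above the mean of all tested compounds plus 3 SD, set per campaign, cut at about 35% in these data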;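 also: 0% = DMSO wells and 100% = thioflavine S control wells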
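Test system: hepatitis C virus NS3 helicase domain fragment enzyme. Also added: annealed dual-labelled DNA beacon duplex, ATP-started. Timing: 60 min unwinding reaction at 25 °C after ATP addition. Technique: Cy5 fluorescence. Measure: % inhibition of unwinding.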
SUMO HTRF inh: blocks human SUMOylation mediated by UBC9; inhibition, % at 35 µM; actives 0.36% (n = 290,000); HTRF SUMOylation assay, SAE1/SAE2 + UBC9, in vitro; in the data active = inhibition above about 50%, passing the limit was not always enough; also: strong numbers were not always called active
IMP-1 inhibitor: inhibitors of Pseudomonas aeruginosa IMP-1 metallo-beta-lactamase; purified IMP-1, nitrocefin hydrolysis, epi-absorbance fluorescence; inhibition, % at 5.6 µM; actives 0.45% (n = 290,000); AID 1556;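 active = inhibition above the mean plus 3 SD of all compounds in the same screening run, cut at about 4.5% in these data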;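 also: 0% = IMP-1 with DMSO and 100% = DMSO wells lacking enzyme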
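System: purified IMP-1 / Input: IMP-1 dispensed at 0.2 nM / Medium: 50 mM HEPES pH 7.1, 50 µM ZnSO4, 0.05% Brij 35 / Timing: 15 min enzyme–compound preincubation, then 25 min nitrocefin reaction, 25 °C / Technique: plate fluorescence quenching by hydrolysis product, ex 480/em 530 nm / Repeats: singlicate testing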
IDE cell activ: boosts human insulin-degrading enzyme activity in HEK cells. FAbeta-B cleavage, fluorescence polarization; 0% vehicle, 100% cell-free pure enzyme wells. actives 0.073% (n = 340,000). activation, % at 5.96 µM. AID 493087;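 active = activation above the mean of all tested compounds plus 3 SD, set per screening campaign, cut at about 17% in these data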
pCIP destab: lowers stability of the mouse p/CIP coactivator protein; Q05BA5; F442A p/CIP-EGFP cells, EGFP fluorescence, 16 h; decrease of EGFP signal, % at 10 µM; actives 0.01% (n = 290,000);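 active = EGFP signal decrease of at least 30% at 10 µM or well 3 SD below plate mean, unless failing retest; inactive = the rest, including hits failing retest or dose response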; also: some compounds called inactive have numbers as strong as hits; many of its hits are not listed in these tables
Target sequence (Q05BA5 1-1403): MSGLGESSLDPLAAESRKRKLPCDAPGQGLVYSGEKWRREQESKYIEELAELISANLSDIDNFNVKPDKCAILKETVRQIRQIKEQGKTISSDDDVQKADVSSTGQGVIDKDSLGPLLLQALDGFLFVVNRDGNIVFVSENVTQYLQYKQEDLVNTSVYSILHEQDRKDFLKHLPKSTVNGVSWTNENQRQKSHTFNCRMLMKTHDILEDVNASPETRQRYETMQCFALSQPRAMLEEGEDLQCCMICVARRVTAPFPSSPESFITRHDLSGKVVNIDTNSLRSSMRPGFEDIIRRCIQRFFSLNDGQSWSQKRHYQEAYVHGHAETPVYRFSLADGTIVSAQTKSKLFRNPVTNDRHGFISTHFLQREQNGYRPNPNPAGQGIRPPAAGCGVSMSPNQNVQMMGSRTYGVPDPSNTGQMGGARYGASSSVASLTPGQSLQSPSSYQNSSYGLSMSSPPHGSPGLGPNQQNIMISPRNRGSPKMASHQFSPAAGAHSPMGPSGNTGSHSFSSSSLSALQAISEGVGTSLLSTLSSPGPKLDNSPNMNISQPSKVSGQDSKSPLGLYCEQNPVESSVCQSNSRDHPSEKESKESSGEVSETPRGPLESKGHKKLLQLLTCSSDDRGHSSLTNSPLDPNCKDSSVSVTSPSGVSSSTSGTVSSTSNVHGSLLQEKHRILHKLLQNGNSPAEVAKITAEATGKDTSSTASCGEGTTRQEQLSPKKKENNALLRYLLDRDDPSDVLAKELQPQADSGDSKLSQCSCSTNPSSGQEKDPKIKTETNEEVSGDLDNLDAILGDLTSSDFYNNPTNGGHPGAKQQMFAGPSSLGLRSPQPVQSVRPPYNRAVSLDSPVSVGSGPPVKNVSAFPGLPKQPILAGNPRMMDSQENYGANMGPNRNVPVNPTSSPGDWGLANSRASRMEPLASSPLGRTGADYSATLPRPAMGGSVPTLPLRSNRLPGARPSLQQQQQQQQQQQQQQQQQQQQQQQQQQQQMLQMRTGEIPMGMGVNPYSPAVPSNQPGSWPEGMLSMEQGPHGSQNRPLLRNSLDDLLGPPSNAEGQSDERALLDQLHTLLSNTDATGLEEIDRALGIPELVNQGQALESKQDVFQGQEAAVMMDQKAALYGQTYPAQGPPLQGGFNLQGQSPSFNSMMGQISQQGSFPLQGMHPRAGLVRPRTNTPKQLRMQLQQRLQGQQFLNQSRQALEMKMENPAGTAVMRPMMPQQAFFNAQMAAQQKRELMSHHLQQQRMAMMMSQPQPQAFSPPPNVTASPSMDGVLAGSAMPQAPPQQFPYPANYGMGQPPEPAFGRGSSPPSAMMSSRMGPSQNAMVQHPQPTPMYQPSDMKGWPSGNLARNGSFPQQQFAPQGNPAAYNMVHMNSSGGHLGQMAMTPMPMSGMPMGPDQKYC
IDE inh: inhibitors of human insulin-degrading enzyme in cells; P14735; HEK cells, FAbetaB cleavage, fluorescence polarization; inhibition, % at 5.59 µM; actives 0.41% (n = 320,000); AID 434962;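 active = percent inhibition above the average of all tested compounds plus 3 SD, set per screening campaign, cut at about 16% in these data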;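 also: IDE supplied by intact live HEK cells; FP after avidin binding of uncleaved biotin substrate so inhibition keeps polarization high; 0% = DMSO wells and 100% = 60 µM reference IDE inhibitor Ii1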
VIM-2 inhibitor: blocks Pseudomonas aeruginosa VIM-2 metallo-beta-lactamase; purified VIM-2, nitrocefin hydrolysis, epi-absorbance fluorescence; inhibition, % at 5.6 µM; actives 0.89% (n = 290,000);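 active = inhibition above the mean of all tested compounds plus 3 SD, cutoff set per screening run, cut at about 7.5% in these data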;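 also: red hydrolysis product quenches plate fluorescence so inhibitors raise well fluorescence; 0% = enzyme with DMSO and 100% = DMSO without enzyme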
* = called active by the depositor; / = not tested or not shown.

CRFBP-R2 block	GalR3 antagonist	HCV NS3 hel inh	SUMO HTRF inh	IMP-1 inhibitor	IDE cell activ	pCIP destab	IDE inh	VIM-2 inhibitor	Structure
0	-7	/	/	/	5	/	-1	/	O=C(NCC1CCCO1)c1ccc(Br)c(S(=O)(=O)N2CCOCC2)c1 (stereo unspecified)
-2	-5	3	-3	-4.4	0	0	6	-3.5	Cc1ccc(-c2nnc(SCC(=O)N3c4ccccc4NC(=O)C3(C)C)n2N)cc1
7	-10	5	1	-1.1	2	-8	-12	-0.9	O=C(Nc1ccc(Cc2ccncc2)cc1)c1ccc([N+](=O)[O-])o1
-5	1	9	4	-4.3	-8	-8	15	-1.5	O=C(NCC(=O)N1CC=C(c2ccccc2)CC1)c1ccccc1Br
9	3	-4	-25	-4.5	9	-2	2	-4.0	CCOC(=O)Cn1c(=NC(=O)c2nc3ccccc3s2)sc2cc(S(N)(=O)=O)ccc21
-23	-5	3	-13	0.4	-4	-20	6	-2.4	CC(C)C1C(C#N)=C(N)SC(N)=C1C#N
18	0	-1	12	-2.1	-1	-8	0	-3.8	COc1ccc(C(=O)Nc2cc(C(=O)O)cc(C(=O)O)c2)cc1Cl
6	-8	0	6	-2.1	6	-5	4	-2.0	CCOC(=O)c1cc(C(=O)Nc2cccc(C)c2)nn1C
-21	-7	-5	-13	-2.7	3	-8	-5	-6.4	CCN(CC)c1ccc(/C=N/N2CCOCC2)cc1
-36	-3	-2	-9	-1.9	0	7	3	-1.4	O=C(Oc1ccc(N2C(=O)CCC2=O)cc1)c1ccco1
7	1	1	-24	-2.7	-3	-14	6	-4.1	CCn1c(SCC(=O)N2CCc3ccccc32)nnc1-c1ccco1
-3	-2	0	-18	-0.4	0	-7	9	0.7	CCCCn1c(SCC(=O)Nc2cc(C)on2)nnc1-c1cccs1
-32	-6	6	-7	-3.3	9	-15	3	-1.5	CCN(c1ccc(NC(=O)COC(=O)c2ccc3ccccc3n2)cc1)C(C)C
-11	-3	3	-17	-3.2	-2	-6	10	0.0	COC(=O)c1c(-c2ccc(C)cc2)csc1NC(=S)NC(=O)c1ccc(F)cc1
-6	-4	-4	-11	-1.7	3	-2	1	4.1	Cc1ccccc1Nc1nc(N)nc(CSc2ccccc2)n1
-1	-4	2	8	-1.4	-1	-2	0	-2.3	Nc1ccc(-n2nncc2-c2ccccc2)cc1
6	-1	4	-6	-3.6	9	0	5	-1.6	NC(=O)c1oc2ccccc2c1NC(=O)CCc1ccccc1
-9	-1	2	19	-1.6	-1	1	-3	-1.4	CCC(=O)Nc1nc2ccc([N+](=O)[O-])cc2s1
-19	-1	-3	16	-0.8	8	-7	-4	-2.1	C=CCc1c(N(CC)CC)nc(C)[nH]c1=O
-16	-2	-1	16	-4.9	3	-7	-1	0.6	COc1ccc(Br)cc1CNCCSc1nnnn1C
1	-3	-2	14	-1.0	0	4	0	-1.5	CCN(CC)CCCNC(=O)CC1Sc2ccccc2NC1=O (stereo unspecified)
-1	-3	-4	15	-1.8	2	-6	2	-2.0	Clc1ccc(-c2cccs2)nn1
5	-4	/	/	/	-2	/	1	/	CC1CC(C)CN(C(=O)c2ccc(NS(=O)(=O)c3ccc4[nH]c(=O)[nH]c4c3)cc2)C1 (stereo unspecified)
-6	-4	12	-2	-1.0	5	9	6	0.1	Cn1c(Cc2ccccc2)nnc1SCC(=O)NCCc1ccccc1
-6	-4	4	17	2.0	0	-19	4	0.5	Cc1ccc(SCCC(=O)N2CCC(C)CC2)cc1
26	-9	-4	29	-2.8	1	-6	6	0.5	O=C(O)CN1C(=O)/C(=C\c2cccc(OCc3ccccc3F)c2)SC1=S
11	-1	-8	16	-4.0	2	-2	6	-1.7	CC(=O)c1cccc(CN2CCC(n3nccc3NC(=O)CCCc3ccccc3)CC2)c1
1	-4	9	18	-2.8	2	1	-3	-2.5	CC(=O)NCCc1ccc(S(=O)(=O)NCc2ccc3c(c2)OCO3)cc1
-51	-6	-2	0	-3.5	1	-2	-4	-2.8	CC(C)(C)N/N=C1\CC(c2ccccc2)Oc2ccccc21 (stereo unspecified)
-10	-5	-33	9	-5.1	2	-13	-1	-3.0	CCOC(=O)c1c(CN(C)C)oc2cc(CN(C)C)c(O)c(CSc3ccccc3)c12
10	-2	/	/	/	1	/	0	/	CCN(CC)S(=O)(=O)c1ccc(NC(=O)COc2cccc(-n3cnnn3)c2)cc1
42	-4	-5	3	-0.1	-6	-15	-2	-0.7	Cc1ccc(-n2nnnc2-c2cnc3cc4c(cc3c2C)OCO4)cc1
3	1	2	12	-3.5	6	-4	3	-3.5	C#CCN1C(=O)C(O)(CC(=O)c2cc(OC)ccc2OC)c2ccccc21 (stereo unspecified)
-3	-7	-2	2	-3.3	3	5	0	-2.4	CCc1cc(C(=O)N/N=C/c2ccc(O)cc2)c2ccccc2n1
2	-7	/	/	/	5	/	3	/	COc1cccc(C2=CC(=O)C[C@H](c3ccc(F)cc3)C2)c1OC
-2	2	-11	11	-2.7	4	6	8	0.0	Nc1nonc1-n1nnc(C(=O)N/N=C/c2cccnc2)c1CSc1ccc(Cl)cc1
16	-3	-13	2	-1.9	-3	5	-8	0.9	Cc1cc(NC(=O)CS(=O)(=O)c2cn(Cc3ccccc3Cl)c3ccccc23)no1
2	-2	3	16	-1.3	-1	-8	2	-1.8	N=c1c2c(n(Cc3ccccc3)c3c1CCC3)CCC2
3	0	-11	7	1.2	6	2	-3	-1.6	O=C(c1cccc(S(=O)(=O)N2CCCCCC2)c1)N1CCN(c2ccccc2F)CC1
-5	-6	4	-5	-1.3	8	12	0	-1.5	COc1ccc(NC(C#N)c2ccccc2OCc2ccccc2)cc1 (stereo unspecified)
-1	0	-4	2	-1.5	3	10	-5	0.4	O=C(CS(=O)CC(=O)N(CC(=O)NC1CCCC1)c1ccc2c(c1)OCCO2)Nc1ccc(F)cc1 (stereo unspecified)
8	14*	-5	6	-1.3	1	-7	9	-4.1	COc1ccc(/C=N/NC(=O)c2c(C)n(C)c3ccc(OC)cc23)c(OC)c1
15	-1	-7	19	-2.1	3	-6	2	-2.0	Cc1cc(C(=O)NCCc2ccc(S(N)(=O)=O)cc2)no1
5	-10	9	18	-0.9	-3	-4	-1	0.4	Cn1ccsc1=NC(=O)c1cccc(OC(F)F)c1
16	1	4	9	-4.3	-5	-8	1	-2.3	CCCC(=O)Nc1c2c(nn1-c1cccc(Cl)c1)CS(=O)(=O)C2
-8	-5	5	-1	-0.5	11	1	0	-3.3	CCC1Oc2ccccc2N(CC(=O)Nc2ccccc2OC)C1=O (stereo unspecified)
4	0	-9	4	-3.8	8	-12	2	-4.0	CC(C)(C)OC(=O)N1CCC(C(=O)N[C@@H](Cc2ccccc2)C(=O)O)CC1
12	3	3	-8	-3.6	9	-6	4	-3.6	COc1ccc(F)cc1S(=O)(=O)NC1CC(C)(C)NC(C)(C)C1
-14	-4	0	3	-0.7	-4	-7	-1	0.8	CCCc1c(C(=O)Nc2ccc(F)cc2)cnn1-c1ccccc1
7	5	5	23	-3.6	-3	-11	-1	-2.6	Cc1cc(NC(=O)C2CCN(S(=O)(=O)c3cccs3)CC2)no1
-3	-10	-5	3	-3.9	-3	-5	3	-0.5	CCOC(=O)C1=C(c2ccccc2)NC(=O)NC1c1ccc(OC)cc1OC (stereo unspecified)
-17	5	-11	18	-0.5	-8	-15	1	0.2	CSCCNC(=O)Nc1c(-c2c(Cl)cccc2Cl)noc1C
-8	-2	19	12	-1.7	-5	-12	5	-3.5	Cc1ccc(C(=O)COC(=O)CCN2C(=O)C3C4CCC(C4)C3C2=O)cc1C (stereo unspecified)
-43	-5	2	4	-2.3	1	-5	0	-2.2	CCOC(=O)c1cnn(-c2cc(C(C)(C)C)nc3c(-c4ccccc4)c(C)nn23)c1N
16	-2	3	12	-3.3	1	-1	8	-1.6	CCn1c(SCC(=O)Nc2ccc(OC)cc2)nc2nc3c(cc2c1=O)CCCC3
2	-4	-8	5	-4.5	/	-11	8	-5.2	Cc1nn(C)c(=O)c(N)c1-c1cc(-c2ccc(Cl)c(Cl)c2)n[nH]1
2	-5	/	/	/	-2	/	3	/	C[C@@]12C(=O)Nc3cc(Cl)ccc3C(=O)N1[C@H]1c3cc(Cl)ccc3OC[C@@H]1[C@@H]2c1ccccc1
1	-2	0	-2	0.1	0	-7	0	2.1	COc1cccc(-c2cc(C(=O)NCCCn3ccnc3)no2)c1
/	/	3	-7	-2.6	/	11	/	0.9	CCOC(=O)c1[nH]c(C)c(/C(O)=C2\C(=O)C(=O)N(CCCN(C)C)C2c2ccncc2)c1C (stereo unspecified)
1	-4	4	9	-2.1	2	6	6	0.8	Cc1ccc(S(=O)(=O)c2cc(O)ccc2O)cc1C

Further records follow.
CRFBP-R2 block	GalR3 antagonist	HCV NS3 hel inh	SUMO HTRF inh	IMP-1 inhibitor	IDE cell activ	pCIP destab	IDE inh	VIM-2 inhibitor	Structure
23	-9	-8	-2	-1.4	0	3	/	-0.2	O=C(NCCc1ccccc1)c1ccc(Cl)cc1[N+](=O)[O-]
-4	-5	-1	2	-1.2	5	-13	0	-4.3	Cn1ncc(Cl)c1C(=O)N/N=C/c1cc2c(cc1[N+](=O)[O-])OCO2
-3	-3	2	-8	-2.5	1	-11	2	-2.0	O=C1CCCN1c1ccc(S(=O)(=O)Nc2ccc3c(c2)OCCO3)cc1
-1	-9	-5	23	-2.5	-2	-4	-2	-1.6	O=C(Nc1ccc(NC(=O)c2ccco2)nc1)c1cccc(F)c1
-4	-5	4	14	-3.1	4	-14	7	-0.7	CCOC(=O)c1ccccc1NS(=O)(=O)c1c(C)nc2sccn2c1=O
-12	-7	-24	-8	-3.5	-6	-6	5	-2.2	CCC1CSC(Nc2ccc(C(=O)/C=C/c3cccc(C)c3)cc2)=N1 (stereo unspecified)
-6	-10	14	18	-0.7	1	-14	4	1.2	CC(C)N(Cc1nccn1C)C(=O)c1cc(COc2ccc3ncccc3c2)on1
8	-10	22	12	-2.5	5	-5	7	-0.4	CCOC(=O)CN(C(=O)c1snc(C(N)=O)c1N)C(C(=O)NC1CCCCC1)c1ccc(F)cc1 (stereo unspecified)
4	0	-5	-1	-3.8	5	-4	-3	0.7	O=C(NCC1(c2ccccc2)CCOCC1)c1ccc(Br)o1
4	0	/	/	/	-2	/	-2	/	CCCCn1c(N)c(N(CCC(C)C)C(=O)c2oc3ccc(OCC)cc3c2C)c(=O)[nH]c1=O

A section taken from the entries so far, for reference:
CRFBP-R2 block	GalR3 antagonist	HCV NS3 hel inh	SUMO HTRF inh	IMP-1 inhibitor	IDE cell activ	pCIP destab	IDE inh	VIM-2 inhibitor	Structure
-6	-10	14	18	-0.7	1	-14	4	1.2	CC(C)N(Cc1nccn1C)C(=O)c1cc(COc2ccc3ncccc3c2)on1
8	-10	22	12	-2.5	5	-5	7	-0.4	CCOC(=O)CN(C(=O)c1snc(C(N)=O)c1N)C(C(=O)NC1CCCCC1)c1ccc(F)cc1 (stereo unspecified)
4	0	-5	-1	-3.8	5	-4	-3	0.7	O=C(NCC1(c2ccccc2)CCOCC1)c1ccc(Br)o1
4	0	/	/	/	-2	/	-2	/	CCCCn1c(N)c(N(CCC(C)C)C(=O)c2oc3ccc(OCC)cc3c2C)c(=O)[nH]c1=O

Source: PubChem BioAssay
